Bioassay records from PubChem.
p53ts 32C kill: p53ts cell cytotoxicity, permissive temperature; hit rate 0.93% among 130,000; Potency, µM (series often up to 46.1 µM), for inactives: at the highest dose activity change, negative = cytotoxicity, hits mostly cytotoxic; AID 924; H1299-p53A138V at 32C, ATP luminescence viability, 24 h;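 also: 0% = DMSO and -100% = full killing by reference compound; nearly all actives have a fitted effect of over 55% in size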
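H1299-p53 A138V cells (temperature-sensitive p53) exposed 24 h to up to 46 uM compound at 32C, where p53 is wild-type in conformation. Viability read as ATP luminescence and normalised to DMSO and 100 uM tamoxifen. AC50 fitted with the Hill equation.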
IkB sig inh: inhibitors of IkB signaling in ABC-DLBCL cells | AID 445 | Potency, µM (doses to about 57.1 µM), for inactives: at the top dose IkBa stabilization activation | ABC-DLBCL IkBa-CBG/CBR dual luciferase ratio, 4 h; response scale: scaled: untreated 0%, proteasome inhibitor 100% | hit rate 0.04% among 110,000; active = well fitted curve in the direction sought with a large enough effect in the signal ratio, not every such curve was filed as active; inconclusive = small, poorly fitted or top-dose-only effect, or a change in a side signal; the % refers to the signal ratio;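 also: the direction sought is a rising ratio; 0% = basal untreated cells and 100% = reference inhibitor full response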
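In this assay, an IκBα–CBG68 fusion accumulates when IKK-driven degradation is blocked; native CBR normalizes for cell number. OCI-Ly3 cells were treated 4 h with compound and doxycycline, then green and red light read after Chroma-Glo addition.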
p53ts 39C kill: cytotoxicity in p53ts cells at nonpermissive temperature | H1299-p53A138V viability at 39C, ATP luminescence, 24 h | Potency, µM (doses to about 46.1 µM), inactives show at the highest dose activity change, negative = cell killing, hits mostly cytotoxic | hit rate 1.5% among 130,000 | AID 902; also: nearly all actives have a fitted effect of over 55% in size
Peg3 imprint: induces erasure of genomic imprints in mouse ES cells. mouse ES Peg3-LacZ reporter, beta-gal luminescence, 40 h. Potency, µM (series often up to 60.7 µM), for inactives: at the highest dose activity change, positive = activation, hits mostly activators. hit rate 0.02% among 110,000. AID 1948;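 also: 0% = negative control wells on the plate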
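Gelatin-coated wells received 300 freshly trypsinized female ES cells with a Peg3LacZ-Neo reporter on the maternal allele, then incubated 40 hours at 37C. BetaGlo was added for 5 minutes at room temperature before a single luminescence read.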
* hit, by the source's call; ? = inconclusive; / = no result given; [ ] = remark or other dose. Unless noted, calls follow the shape of the dose curve; as a rule, active = well fitted curve in the direction sought with a large enough effect; inconclusive = small, poorly fitted or top-dose-only effect, or another doubt; inactive = no such curve, though single readings can be large; an effect the other way counts as inactive or inconclusive. Unless noted, % is scaled to controls: 0 for no effect and ±100 for the full control effect; potency is read from the fitted curve at half-maximal effect.

Assay codes: A = p53ts 32C kill; B = IkB sig inh; C = p53ts 39C kill; D = Peg3 imprint
1: CC1CCCC(NC(=O)c2ccc3c(c2)N(Cc2ccccc2)C(=O)CS3=O)C1C (stereo not drawn)
  A: 2%; B: -2.5%; C: 7%; D: -21%
2: COc1ccc(Cl)cc1C(=O)Nc1nnc2n1CCS2
  A: 1%; B: ?; C: -28%; D: 10%[10.9 µM]
3: CCOc1ccc(OCC(=O)Nc2c(C(=O)Nc3ccc(C)cc3)oc3ccccc23)cc1
  A: 1%; B: -1.9%; C: -16%; D: -5%[10.9 µM]
4: CCOc1ccc(CNS(=O)(=O)c2ccc(-c3cc(C(F)(F)F)on3)s2)cc1
  A: 1%; B: -3.4%; C: -7%; D: -6%[10.9 µM]
5: COCCNC(=O)CN1C(=O)CCn2nc(-c3cn(C)c4ccccc34)cc21
  A: -2%; B: -2.2%; C: 1%; D: -8%[10.9 µM]
6: O=C(Nc1ccc(C(=O)OCc2cc(=O)n3c4c(sc3n2)CCCC4)cc1)c1ccc(Cl)cc1
  A: 0%; B: 2.8%; C: 0%; D: 5%[10.9 µM]
7: COc1ccc(C(=O)c2coc3ccc(O)c(CN4CCCCC4)c23)cc1
  A: -7%; B: 1.3%; C: -9%; D: -7%
8: CCOc1ccc(NC(=O)N2CCN(c3ccc(Cl)c(Cl)c3)CC2)cc1
  A: -2%; B: -1.2%; C: -1%; D: -17%[10.9 µM]
9: N#Cc1ccccc1NC(=O)C(=O)NCCc1csc(-c2ccc(F)cc2)n1
  A: -12%; B: 0.4%; C: -12%; D: -6%[10.9 µM]
10: N=c1ccn2c(n1)O[C@H]1[C@H](O)[C@@H](CO)O[C@H]12
  A: /; B: 0.0%[11.4 µM]; C: /; D: -32%[inhibitor]
11: Cc1occc1C(=O)Nc1cc(C(F)(F)F)ccc1Cl
  A: -1%; B: 4.1%; C: -2%; D: 30%
12: O=C(Nc1nonc1-c1ccc(Br)cc1)c1ccco1
  A: 1%; B: 1.2%; C: -6%; D: -9%[10.9 µM]
13: O=C(COn1nnc2ccc(C(F)(F)F)cc21)Nc1nnc(-c2ccccc2)o1
  A: -27%; B: 1.7%; C: -10%; D: -5%
14: COc1c(Cl)cc(Cl)cc1C(=O)Nc1cccc(-c2nc3ccccc3o2)c1C
  A: -1%; B: 1.2%; C: -2%; D: 23%[10.9 µM]
15: COc1cccc(C2=NOC(C(=O)Nc3cccnc3)C2)c1 (stereo not drawn)
  A: 9%; B: -0.2%; C: -7%; D: -8%

One compound at a time, as listed above:
`COCCNC(=O)CN1C(=O)CCn2nc(-c3cn(C)c4ccccc34)cc21` in the list: p53ts 32C kill = -2%; IkB sig inh = -2.2%; p53ts 39C kill = 1%; Peg3 imprint = -8%[10.9 µM]
`CCOc1ccc(OCC(=O)Nc2c(C(=O)Nc3ccc(C)cc3)oc3ccccc23)cc1` in the list: p53ts 32C kill = 1%; IkB sig inh = -1.9%; p53ts 39C kill = -16%; Peg3 imprint = -5%[10.9 µM]
`N=c1ccn2c(n1)O[C@H]1[C@H](O)[C@@H](CO)O[C@H]12` in the list: p53ts 32C kill = /; IkB sig inh = 0.0%[11.4 µM]; p53ts 39C kill = /; Peg3 imprint = -32%[inhibitor]

Remaining list, next part
Assay codes: A = p53ts 32C kill; B = IkB sig inh; C = p53ts 39C kill; D = Peg3 imprint
16: COc1ccccc1/C=C(\C#N)c1nc(-c2cc3ccccc3oc2=O)cs1
  A: -1%; B: ?; C: 4%; D: 13%[10.9 µM]
17: CO
  A: 11%[1.84 µM]; B: 0.8%; C: 5%; D: 1%
18: Cc1onc(-c2c(F)cccc2Cl)c1C(=O)N1CCCc2ccccc21
  A: 16%; B: 2.7%; C: -2%; D: -12%
19: COc1ccc(S(=O)(=O)N(CC(=O)NCc2ccco2)c2ccccc2)cc1OC
  A: 0%; B: 7.0%; C: 1%; D: -4%
20: COc1ccc(-c2cc(C(=O)Nc3c(C)nn(Cc4ccc(Cl)cc4)c3C)no2)cc1
  A: -14%; B: 0.4%; C: -20%; D: -13%
21: CC(=O)N(CC(C)(C)CC=C(C)C)c1ccccc1
  A: 7%; B: 3.6%; C: 4%; D: -10%
22: CCOC(=O)c1nn(-c2ccccc2)c(C#N)c1NC(=O)c1nn(CC)cc1Br
  A: 10%; B: 2.0%; C: 4%; D: -29%
23: CN1CCC2(CC1)NC(=O)NC2=O
  A: 5%; B: 0.0%; C: 3%; D: 2%
24: O=C(O)c1ccc(COc2ccc(Cl)cc2)o1
  A: -7%; B: ?; C: -2%; D: -88%[inhibitor]
25: C=CCC(O)(CCN1CCCCC1)c1ccccc1 (stereo not drawn)
  A: -19%; B: 2.8%; C: 5%; D: -8%
26: Cc1ccc(OCc2nnc(-c3ccccc3)o2)cc1
  A: 5%; B: 0.9%; C: -24%; D: -9%[10.9 µM]
27: c1csc(-c2nnsc2-c2nc3ccccc3[nH]2)c1
  A: 2%; B: ?; C: -19%; D: -23%
28: C=CCNc1sc(C(=O)c2cccs2)c(N)c1C#N
  A: 2%; B: -2.7%; C: -2%; D: 3%
29: Cc1ccc(OCC(=O)Nc2ccc(OCc3cc(=O)n4ccsc4n3)cc2)cc1
  A: 1%; B: 1.0%; C: -9%; D: -11%[10.9 µM]
30: CNc1nc(C)nc(-n2nc(C)cc2C)n1
  A: -9%; B: -0.5%; C: -11%; D: -54%[inhibitor]

The final six records of the part before are carried over, then new ones follow:
Assay codes: A = p53ts 32C kill; B = IkB sig inh; C = p53ts 39C kill; D = Peg3 imprint
25: C=CCC(O)(CCN1CCCCC1)c1ccccc1 (stereo not drawn)
  A: -19%; B: 2.8%; C: 5%; D: -8%
26: Cc1ccc(OCc2nnc(-c3ccccc3)o2)cc1
  A: 5%; B: 0.9%; C: -24%; D: -9%[10.9 µM]
27: c1csc(-c2nnsc2-c2nc3ccccc3[nH]2)c1
  A: 2%; B: ?; C: -19%; D: -23%
28: C=CCNc1sc(C(=O)c2cccs2)c(N)c1C#N
  A: 2%; B: -2.7%; C: -2%; D: 3%
29: Cc1ccc(OCC(=O)Nc2ccc(OCc3cc(=O)n4ccsc4n3)cc2)cc1
  A: 1%; B: 1.0%; C: -9%; D: -11%[10.9 µM]
30: CNc1nc(C)nc(-n2nc(C)cc2C)n1
  A: -9%; B: -0.5%; C: -11%; D: -54%[inhibitor]
31: CCN1CCCC1CNS(=O)(=O)c1cc(Br)cc2c1N(C(=O)C1CC1)CC2 (stereo not drawn)
  A: 7%; B: -1.3%; C: 23%; D: -1%
32: Cc1ccc(C(=O)Nc2cccc(C(=O)O)c2)cc1S(=O)(=O)N1CCCCC1
  A: 13µM*; B: 1.9%; C: ?; D: -90%[inhibitor]
33: CCOC(=O)C1=C(c2ccccc2)Nc2ncnn2C1c1cc(OC)cc(OC)c1OC (stereo not drawn)
  A: 4%; B: 1.4%; C: 9%; D: -4%
34: COc1cc(OC)c(NC(=O)Cn2c(=O)cc(C(F)(F)F)c3c(C)nn(C)c32)cc1Cl
  A: 6%; B: -1.7%; C: -4%; D: -14%[10.9 µM]
35: O=C(NCCc1ccccc1)c1ccc(CSc2nc3ccncc3n2Cc2cccc(F)c2)cc1
  A: 6%; B: ?; C: -6%; D: -12%[10.9 µM]
36: CCOC(=O)C1(C)NC(c2cc(OC)c(OC)c(OC)c2)C2C(=O)N(CC)C(=O)C21 (stereo not drawn)
  A: -2%; B: 0.7%; C: -1%; D: 10%
37: C=Cc1ccc(Cn2c(=O)cc(C)c3c(C)nn(-c4ccccc4)c32)cc1
  A: 9%; B: -0.9%; C: -16%; D: -9%[10.9 µM]
38: CCCCC(=O)Nc1cccc(NC(=O)c2ccc(Br)o2)c1
  A: -5%; B: ?; C: 4%; D: -17%
39: CCN(C(=O)CSc1nc(-c2ccc(C(C)C)cc2)no1)c1cccc(C)c1
  A: 20%; B: -2.9%; C: 12%; D: -17%[10.9 µM]
40: Cc1ccc(Cn2ccc(NC(=O)c3cc(-c4cccs4)on3)n2)cc1
  A: -6%; B: 2.5%; C: -10%; D: -17%
41: O=c1c2cc(N3CCOCC3)ccc2[nH]c(=S)n1CCN1CCCC1
  A: -1%; B: 3.5%; C: 0%; D: -3%
42: COc1ccc(NC(=O)C(=O)NCCN2CCN(C(=O)c3cccs3)CC2)cc1
  A: -24%; B: /; C: -1%; D: /
43: CCc1ccc(NC(=O)CSc2nc3ccccc3nc2Cc2ccc(C)cc2)cc1
  A: 3%; B: ?; C: -7%; D: -11%[10.9 µM]
44: CC(=O)c1c(C)oc2ccc(N(C(=O)c3ccncc3)S(=O)(=O)c3ccc(C)cc3C)cc12
  A: -3%; B: ?; C: -2%; D: -18%[10.9 µM]
45: CCOc1ccc(C(=O)Nc2c(C(N)=O)oc3ccccc23)cc1
  A: ?; B: ?; C: ?; D: -15%
46: CC1CCCC(C(=O)OCc2ccccc2)N1 (stereo not drawn)
  A: -6%; B: 0.7%; C: 2%; D: -16%
47: CCN1c2ccccc2-c2nc(SCC(=O)Nc3cccc(C)c3C)ncc2S1(=O)=O
  A: -11%; B: -0.3%; C: -14%; D: -7%[10.9 µM]
48: c1ccc(Cn2ncc3c2ncn2nc(-c4ccncc4)nc32)cc1
  A: 1%; B: 3.4%; C: 9%; D: -9%
49: CC(=NCc1ccccc1)C1=C(O)COC1=O
  A: 8%; B: 0.6%; C: -5%; D: -8%
50: Cn1c(=O)c2c(SCC(=O)N3CCCc4ccccc43)nc(C3CC3)nc2n(C)c1=O
  A: 10%; B: -0.5%; C: -17%; D: 3%
51: CSc1nnc(NC(=O)Cc2coc3cc(C)ccc23)s1
  A: 0%; B: -1.8%; C: 13%; D: -11%[10.9 µM]
52: Cc1nnc(NC(=O)CSc2nc3c(c(=O)n2CCc2ccccc2)SC(C)C3)s1 (stereo not drawn)
  A: 2%; B: 0.7%; C: 12%; D: -18%
53: COc1ccc(-c2cc(C(=O)NCCc3ccccc3)no2)cc1OC
  A: 0%; B: 4.8%; C: -11%; D: -10%
54: O=C(c1cnccn1)N1CCC[C@@]2(CCN(Cc3ccncc3)C2)C1
  A: 2%; B: 1.4%[11.4 µM]; C: 9%; D: /
55: Cc1ccc(SCCC(=O)N2CCCC2)cc1
  A: 1%; B: -0.8%; C: 16%; D: -19%
56: CCOCN(C(=O)Cn1c(CC(C)C)nc2ccccc21)c1c(C)cccc1CC
  A: 20%; B: ?; C: 1%; D: -14%[10.9 µM]
57: CCCC(=O)NC(C)C(c1cccs1)N1CCN(c2ccccc2)CC1 (stereo not drawn)
  A: 4%; B: 0.2%; C: -11%; D: -7%
58: CCCS(=O)(=O)N1CCCC(C(=O)NCCCN2CCN(c3ccc(F)cc3)CC2)C1 (stereo not drawn)
  A: 0%; B: 2.1%; C: -6%; D: -36%[inhibitor]
59: CCOC(=O)COc1ccc(S(=O)(=O)NCc2ccncc2)cc1
  A: -8%; B: 1.2%; C: -1%; D: -16%
60: Cc1c(NC(=O)c2cc(-c3ccc(Cl)cc3)on2)c(=O)n(-c2ccccc2)n1C
  A: 10%; B: 2.6%; C: 6%; D: 16%[10.9 µM]
61: O=C1C=C[C@@H](O)[C@H]2[C@@H]3C(=O)N(Cc4ccccc4)C(=O)[C@@H]3CC[C@H]12
  A: 8%[9.22 µM]; B: /; C: 7%[9.22 µM]; D: /
62: CCN1C(=O)c2ccccc2S(=O)c2ccc(C(=O)N3CCN(c4ccc(F)cc4)CC3)cc21 (stereo not drawn)
  A: 11%; B: 3.4%; C: -18%; D: 19%[10.9 µM]
63: CCNc1nc(C)c2cc(Br)c(=O)n(CC)c2n1
  A: -12%; B: -6.3%; C: 14%; D: 3%
64: COc1ccc2sc(N(Cc3cccnc3)C(=O)C3COc4ccccc4O3)nc2c1 (stereo not drawn)
  A: -3%; B: -0.5%; C: -15%; D: -11%[10.9 µM]
65: Cc1cccc(C)c1NC(=O)C(=O)NCC(c1ccc2c(c1)OCO2)N1CCOCC1 (stereo not drawn)
  A: 16%; B: 0.4%; C: -20%; D: -9%[10.9 µM]
66: Cc1cccc(NC(=O)Nc2nnc(N3CCCC3)s2)c1
  A: -11%; B: ?; C: 25%; D: -5%[10.9 µM]
67: CCOC(=O)C1CCN(C(=O)Cn2cc(C#N)c3ccccc32)CC1
  A: -3%; B: 2.7%; C: 11%; D: -15%
68: O=S(=O)(c1ccc(Cl)cc1)c1nc(-c2cccs2)oc1N1CCCCC1
  A: 12%; B: ?; C: 7%; D: 3%[10.9 µM]

Compounds as they come; overall some 1.7% were active at least once.
